Pf Dd2 inh – Plasmodium falciparum Dd2 growth inhibition; P. falciparum Dd2 growth, SYBR Green, 72 h; Potency, µM (top dose mostly 28.9 µM), for inactives: top-dose activity, negative = inhibition, most hits filed as inhibitors; 120,000 compounds, 4.3% hits; AID 1347417; active = well fitted inhibition curve with a large enough effect; inconclusive = small, poorly fitted or top-dose-only effect; inactive = no such curve, though single readings can be large or run the other way;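 note: plate controls were DMSO vehicle for no effect and reference drug for full effect; nearly all actives have a fitted effect of over 65% in size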
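Infected erythrocytes (Dd2, 0.3% parasitemia, 2.5% hematocrit final) are added to compound in RPMI-1640/Albumax II medium, grown 72 h at 37C in low oxygen, then lysed with saponin/Triton-X containing SYBR Green and read by fluorescence.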
Active calls of the source: *; i = inactive; ? = inconclusive; & = joins results of further samples; [ ] = another dose, or the depositor's remark. Potency is the fitted concentration of half-maximal effect.

SMILES | Pf Dd2 inh
Cc1ccc(CCN2CCCCC23Cc2ccccc2CN(C(=O)CCCC(=O)O)C3)cc1 (stereo unspecified) | -16.8%
CCOCC1(C)COc2ccc(C(=O)Nc3ccc(Cl)cc3)cc2N1 (stereo unspecified) | ?
Cc1nc(N2CCCC2)c2c(C(=O)N3CCN(c4cccc(C)c4C)CC3)c(C)oc2n1 | ?
COC(=O)c1ccc(NC(=O)CSc2cn(CC(=O)N3CCCCCC3)c3ccccc23)cc1 | -15.7%
O=C(NCc1ccccc1Cl)c1ccc2c(O)c(S(=O)(=O)c3ccccc3)c(=O)[nH]c2c1 | 2.3%
Cc1ccc(CN(C)C(=O)CC(c2ccccc2)c2ccc3c(c2)OCO3)o1 (stereo unspecified) | i
CC(C)C1=NOC2(CCCN([S+](=O)([O-])c3cccc(C(F)(F)F)c3)C2)C1 (stereo unspecified) | -21.4%
CN(CC1CCOCC1)C(=O)Nc1ccc(Cl)cc1F | -16.7%
O=C(C[C@H]1NC(=O)c2ccccc2NC1=O)Nc1cccc2[nH]ccc12 | -21.7%
O=S(=O)(c1ccccc1)c1nnn2c1nc(NCc1ccccc1)c1sccc12 | -26.5%
O=C(NC[C@H]1OC[C@@H](NC2CCC2)[C@@H]1O)Nc1ccccc1 | -11.2%[44.1 µM]
CN1CCCN(C[C@@H]2CN(C(=O)C3(Cn4cccn4)CC3)C[C@@H]2CO)CC1 | -3.6%
CC(C)Oc1ccc2c(NC(=O)CN3CCOCC3)nn(CC(F)(F)F)c2c1 | -10.4%
C[C@@]1(O)CCN(Cc2cccc(OC(F)F)c2)C[C@@H]1O | 3.3%
COCCNC(=O)c1ccc(NC(=O)N2CCCCc3ccccc32)cc1 | 24.3%
COc1ccc(Cl)cc1NC(=O)NCCc1noc(C2CC2)n1 | -19.2%
CCOCCN1C(=O)COC[C@@H]1[C@H](O)c1ccc(NC(=O)c2ccccc2)cc1 | -3.0%[44.1 µM]
COc1cccc(CNC(=O)N2c3ccccc3CC2c2noc(C3CCOCC3)n2)c1 (stereo unspecified) | ?
O=C1NC2(Cc3ccccc31)CN(CC1CCNC1)C2 (stereo unspecified) | 18.2%[44.1 µM]
CCCN(CCC)C(=O)c1c[nH]c2ccc(S(=O)(=O)N(C)c3ccc(OCC)cc3)cc2c1=O | -5.2%
COCCO[C@H]1C(=O)N(C2CCNCC2)[C@H]1c1ccncc1 | 42.7%[activator]
Cc1sc2ncn(CC(=O)N3CCN(c4ccccc4)CC3)c(=O)c2c1S(=O)(=O)N1CCC(C)CC1 | 18.3%
CCC(=O)N1Cc2ccccc2CC2(CCCN(CC3CCNCC3)C2)C1 (stereo unspecified) | -2.1%
COc1cc(/C=C/c2nc(C#N)c(N3CCC(C)CC3)o2)cc(OC)c1OC | ?
COc1cc(-c2nnc(SCC(=O)Oc3ccc(C)cc3C)o2)cc(OC)c1OC | 11.8%
OCC1CN(c2ccncn2)CC12CCN(Cc1c[nH]c3ccccc13)CC2 (stereo unspecified) | i
O=C(NCc1nc(-c2cnccn2)n[nH]1)[C@H]1CNC[C@H](C(=O)N2CCOCC2)C1 | -32.2%
CCCN(c1ccccc1CC)S(=O)(=O)c1ccc2c(c1)CC(C)N2C(=O)C1CC1 (stereo unspecified) | 8.91µM*
CN(Cc1ccc(-c2ccccc2)cc1)C(=O)c1ccc(C(F)(F)F)cc1 | 0.1%
CCCS(=O)(=O)N1CC(n2cc(C(=O)NCC3CC3)nn2)C1 | 7.4%
O=C1CCN(Cc2ccc3c(c2)CCO3)CCOCCN1 | 2.4%
COC(=O)c1ccc2c(c1)N(Cc1ccc(Cl)cc1)C(=O)c1ccccc1S2 | 24.2%
Cc1ccc(-n2nc(C(=O)N3CCN(c4cc(Cl)ccc4C)CC3)c(=O)n(C)c2=O)cc1 | 10µM*
COc1ccc(NC(=O)O[C@@H]2CC[C@]3(C)C(CC[C@@H](O)[C@H]3CC(=O)N3CC[C@@H](O)C3)[C@]2(C)CO)cc1 (stereo partly specified) | -2.6%
COc1ccc2c(c1)c1c(c(=O)n(CCc3ccccc3)c(=O)n1Cc1cccc(F)c1)n2C | -21.0%
COc1ccc([C@@H](NC(=O)c2ccc(CSC)o2)C2CC(O)C2)cn1 (stereo partly specified) | 3.0%
Cc1nc2cc(C(=O)N3CCC4(CC3)c3nc[nH]c3CCN4C)ccc2s1 | -7.5%
CCNC(=O)C1C(c2cccc(NC(=O)c3ccccc3)c2)OC(=O)N1Cc1ccc(C)cc1 (stereo unspecified) | ?
CC(C)NC(=O)N(Cc1cccnc1)C1CNC1 | -6.2%
Cn1c(=O)n(C)c2cc(NS(=O)(=O)c3ccccc3)c(NCc3ccccc3)cc21 | -22.9%
O=C(C1CCCN(S(=O)(=O)c2ccc(Br)s2)C1)N1CCN(c2ccccc2F)CC1 (stereo unspecified) | 22.0%
O=C(Cc1cccc(F)c1)NCC(=O)N1CCCCCNC(=O)CC1c1ccccc1 (stereo unspecified) | 12.6%
CCOc1ccc(-c2nnc(SCC(=O)c3ccc(Br)cc3)n2-c2ccccc2)cc1 | i
Cc1ccc(S(=O)(=O)Nc2ccc3c(c2)CCCN3C(=O)c2cccs2)cc1C | i
CCOC(=O)N1CCc2c(sc3c2C(=O)NC(c2ccc(N(C)C)cc2)N3)C1 (stereo unspecified) | ?
O=C(NC1CCCCC1)N1CC(c2nc(CCOCC3CC3)no2)C1 | -5.3%
CCOc1ccc(CCNC(=O)c2c(C)oc3ncn(CC(C)C)c(=O)c23)cc1 | ?
CCC(C)C(=O)N1CCC2(CC1)NCCc1c2[nH]c2ccc(OC)cc12 (stereo unspecified) | ?
O=C1NC(=NC2CCCCC2)C2(CCN(Cc3ccc(F)cc3)CC2)N1c1cc(F)cc(F)c1 | ?
c1ccc(-c2nc(-c3ccncc3)no2)c(OC2CCN(C3CCCC3)C2)c1 (stereo unspecified) | ?
COCc1nc(C2CC(NC(=O)CN3C(=O)NC(=O)C3(C)C)C2)cc(=O)[nH]1 (stereo unspecified) | 8.2%
Cc1cccc(-n2c(=O)c3c(c4cc(C)ccc4n3C)n(Cc3ccccc3F)c2=O)c1 | -8.7%
COc1ccc(C2(C(=O)N3CCN(c4ncccn4)CC3)CCOCC2)cc1 | 10.0%
COc1ccc(-c2nn3c(=O)cc(CN4CCN(C(=O)Nc5cc(C)ccc5C)CC4)nc3s2)cc1 | -16.0%
CCOc1ccccc1NC(=O)CCc1nc(-c2cccc(C)c2)no1 | 10.3%
CN(C)c1ccc(C(CNC(=O)c2ccccc2)N2CCc3ccccc32)cc1 (stereo unspecified) | 1.9%
Cc1ccc(NC(=O)C2CCN(c3nc4ccccc4nc3C(F)(F)F)CC2)cc1C | 22.7%
COc1ccc(CNC(=O)CCc2c(C)c3cc4c(C)c(C)oc4cc3oc2=O)cc1 | ?
COc1ccc(C(=O)N2CCC(N3C(=O)C4(CCCC4)C3c3ccccc3)CC2)cc1 (stereo unspecified) | -11.4%
COc1ccccc1C(=O)Nc1nnc(SCc2cc(=O)c3cc(Cl)ccc3[nH]2)s1 | 10.4%
New compounds follow.
SMILES | Pf Dd2 inh
Cc1cccc(NC(=O)Cn2c(=O)ccc3cc(S(=O)(=O)N4CCCC4)ccc32)c1C | i
COCCn1c(C)cc(O)c(C(c2ccccc2)N2CCN(c3ccccc3)CC2)c1=O (stereo unspecified) | i
COc1ccccc1N1CCCc2ncc(C(=O)N3CCCC[C@@H]3c3ccccc3)cc21 | ?
Cc1ccc(OCC(=O)Nc2ccc3nc(SCC(=O)N4CCCC4)sc3c2)cc1C | ?
COc1ccccc1CN1Cc2cc(NC(=O)c3ccc4c(c3)OCO4)ccc2OC(C)C1=O (stereo unspecified) | 3.98µM*
CC(C)CCNC(=O)c1c(OCC2CC2)cc(=O)n2c1CCOCC2 | -10.0%
COCCC1(NS(=O)(=O)N(C)C)CCN(S(C)(=O)=O)CC1 | i
COCc1nnc(NC(=O)C[C@H]2NC(=O)c3ccccc3NC2=O)s1 | -27.2%
O=C(Cn1c(=O)n(Cc2ccc(F)cc2)c(=O)c2sc3ccccc3c21)Nc1ccc(F)cc1F | -24.3%
O=C(Cn1cnnn1)N1CCC2(CCCNC2=O)C1 (stereo unspecified) | -7.9%
CN1C[C@H](NCc2ccc(C(F)(F)F)cc2)CCC[C@@H](C(=O)N(C)Cc2cccnc2)CC1=O | -6.8%
CCc1ccccc1NC(=O)c1nnn(CC(=O)Nc2c(C)cc(C)cc2C)c1N | 13.3%
CCCn1cc(S(=O)(=O)N[C@H](CC)C2CC(O)C2)cn1 (stereo partly specified) | -3.2%
CCN1C(=O)CCN(C(=O)c2cccs2)CC12CCOCC2 | 13.0%
O=C(c1cc(Br)cn2ccnc12)N1CCOCC1 | -4.9%&16.0%[44.1 µM]
COC(=O)CO[C@@H]1CO[C@H]2[C@@H]1OC[C@@H]2NC(=O)Nc1cccc(C(F)(F)F)c1 | -12.9%[44.1 µM]
O=C1CC(c2noc(-c3cc(F)ccc3F)n2)CN1c1ccc(Cl)cc1 (stereo unspecified) | 32.2%[activator]
Cc1cccc(NC(=O)CSc2nc3c([nH]c4ccccc43)c(=O)n2-c2ccc(F)cc2)c1C | 4.47µM*
O=C(c1ccccc1)N1CCCC2(CC(c3cccnc3)=NO2)C1 (stereo unspecified) | 2.9%
COCC(=O)NC1CCC12CCN(C(=O)C1CC1)CC2 (stereo unspecified) | -7.0%
Cc1cccc(C)c1-c1nc(C(=O)NC(C)C)n2ccccc12 | 12.6µM*
COc1cc(NC(=O)N2CCCC2c2nncn2C2CCCC2)cc(OC)c1 (stereo unspecified) | -6.8%
COc1ccc(N2CC(c3noc(-c4ccc(Cl)cc4OC)n3)CC2=O)cc1 (stereo unspecified) | 43.7%
CC(C)(C)CN1CCOC[C@H]1c1ncc(-c2ccc(F)cc2)[nH]1 | ?

By substructure: the compounds so far with bromine (three)
SMILES | Pf Dd2 inh
O=C(C1CCCN(S(=O)(=O)c2ccc(Br)s2)C1)N1CCN(c2ccccc2F)CC1 (stereo unspecified) | 22.0%
CCOc1ccc(-c2nnc(SCC(=O)c3ccc(Br)cc3)n2-c2ccccc2)cc1 | i
O=C(c1cc(Br)cn2ccnc12)N1CCOCC1 | -4.9%&16.0%[44.1 µM]

In the list so far, seven have two or more sulfur atoms:
SMILES | Pf Dd2 inh
O=S(=O)(c1ccccc1)c1nnn2c1nc(NCc1ccccc1)c1sccc12 | -26.5%
Cc1sc2ncn(CC(=O)N3CCN(c4ccccc4)CC3)c(=O)c2c1S(=O)(=O)N1CCC(C)CC1 | 18.3%
O=C(C1CCCN(S(=O)(=O)c2ccc(Br)s2)C1)N1CCN(c2ccccc2F)CC1 (stereo unspecified) | 22.0%
Cc1ccc(S(=O)(=O)Nc2ccc3c(c2)CCCN3C(=O)c2cccs2)cc1C | i
COc1ccccc1C(=O)Nc1nnc(SCc2cc(=O)c3cc(Cl)ccc3[nH]2)s1 | 10.4%
Cc1ccc(OCC(=O)Nc2ccc3nc(SCC(=O)N4CCCC4)sc3c2)cc1C | ?
COCCC1(NS(=O)(=O)N(C)C)CCN(S(C)(=O)=O)CC1 | i

Next entries follow:
SMILES | Pf Dd2 inh
Cc1nn2c(c1-c1cccc3cn[nH]c13)N(C(=O)COc1ccccc1C(N)=O)CCC2 | ?
CC(C)c1ccc(NS(=O)(=O)c2ccc3[nH]cc(C(=O)NCCc4ccccc4)c(=O)c3c2)cc1 | ?
Cc1ccc2c(c1)c1c(c(=O)n(-c3ccccc3C)c(=O)n1CC(=O)NCC1CCCO1)n2C (stereo unspecified) | i
O=C(c1ccc2c(c1)OCO2)N1CCC2(CC1)CN[S+](=O)([O-])c1ccccc1N2 | 10.9%
Cc1ccc(CNC(=O)c2ccc(N3CC4CC(C3)[C@H]3CCCC(=O)N3C4)nc2)o1 (stereo partly specified) | ?
COCCC(=O)N1CCCN(S(C)(=O)=O)C(c2ccccc2)CC(=O)NCC1 (stereo unspecified) | -3.1%
COc1ccc(CNC(=O)C[C@@H]2CCNC[C@@H]2Cc2cc(COc3ccccc3)on2)cc1 | ?
COCCN1CCOC[C@H]2CCN(C(=O)c3cnccn3)C[C@H]21 | -12.6%
Cc1c(Cl)cccc1NC(=O)N1CCN(C(=O)c2nsc3ccccc23)CC1 | 36.8%[activator]
COc1cccc(C(=O)N2CCCC(c3nn(-c4ccc(F)cc4)c(=O)[nH]3)C2)c1 (stereo unspecified) | ?
O=C(Nc1ccc(F)cc1)C1CN(S(=O)(=O)c2cccnc2)CC12CCCCC2 (stereo unspecified) | -28.7%
CC1=C(c2ccc(C)c(C)c2)S(=O)(=O)N=C1N1CCN(c2cccc(C(F)(F)F)c2)CC1 | 39.3%[activator]
Cn1ccc(NC(=O)c2ccc3c(c2)NC(C)(CCCCc2ccccc2)CO3)n1 (stereo unspecified) | -14.6%[44.1 µM]
Cc1nn2c(c1-c1ccccc1-c1ccccc1)N(C(=O)COc1ccccc1)CCC2 | ?
Cc1ccc(C)c(NC(=O)Cn2c(=O)n(CC3CCCO3)c(=O)c3ccccc32)c1 (stereo unspecified) | 52.6%[activator]
O=C(Nc1ccc(F)cc1F)N1CCOC[C@H](Oc2ccc(C(F)(F)F)cc2)C1 | 1.9%[44.1 µM]
CN(CC1CCOCC1)C(=O)Nc1ccccc1Cl | -1.3%
COc1ccc2oc(=O)cc(CN3CCN(C(=O)c4ccccc4F)CC3)c2c1 | i
O=C(NC[C@H]1OC[C@@H](NC2CCOCC2)[C@@H]1O)c1cccs1 | 15.5%[44.1 µM]
CCOC(=O)c1c(C)[nH]c(CCC(=O)NCc2ccc(N(C)C)cc2)c1C | 15.1%
Cc1cc(C(=O)N2CCCCCCNC(=O)[C@@H]3CCC[C@@H]32)nn1C | i
CCS[C@H]1CCN2C(=O)c3cc(-c4ccc(F)cc4F)ccc3NC(=O)[C@H]12 | ?

Assay outcomes from PubChem.

Some of the compounds tested; count on the stated rates, not on these rows.
